# High-throughput results: PubChem, several laboratories
# Myeloid diff 2: induction of myeloid progenitor differentiation, primary screen, cell-based, flow cytometry, MLPCN library. ER-HoxA9 myeloid progenitors, lysozyme-GFP differentiation. 1% of 360,000 active. calls only at 10 µM;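 active means normalized GFP-positive differentiation at or above the plate's own cutoff, the solvent-only control mean plus 3 SD; inconclusive means no clear call, values can overlap the other calls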;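 further: cells exposed to compound for four days before flow analysis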
# UTI89 phage lysis: inhibition of K1F phage lysis, E. coli UTI89, bacterial capsule biogenesis inhibitors, alamar blue (AID 488966) | inhibition, % at 100 µM, or IC50 in µM where a hit was titrated | E. coli UTI89 K1F phage lysis, alamar blue, 2 h; higher % means a stronger effect | 0.02% of 340,000 active;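 active means phage lysis inhibition, versus mean bacterial control, above a set limit; inconclusive means no clear call, values can overlap the other calls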;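 further: capsule biogenesis inhibitors block K1F phage lysis so surviving cells raise fluorescence; higher fluorescence means more inhibition of phage lysis; actives were called in the ten point dose series up to 300 µM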
# Hep lipid drop: inhibitors of hepatocyte lipid droplet formation, primary screen, imaging, high-throughput imaging, BODIPY stain; AML12 mouse hepatocytes, oleate lipid droplets; inhibition, % at 6.5 µM; 0.4% of 240,000 active;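 active means lipid droplet intensity inhibited by at least 50%, with more than 500 cells counted; inconclusive means wells with under 300 cells, treated as cytotoxic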
#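 Assay system: AML12 hepatocytes (mouse) / Also added: 100 µM oleic acid challenge / Times: overnight treatment with compound plus oleate / Detection: high-content imaging of BODIPY-stained droplets and DAPI nuclei / Evaluation: % inhibition of lipid droplet signal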
# Hep lipid drop cells 6.5 µM: further read-out of Hep lipid drop, marked with its call; cell count; measured here: cell count, cytotoxicity flag;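 cells counted across two imaged fields per well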
# Myeloid diff 2 GFP+ MAC1+ %: also measured in Myeloid diff 2; calls as there; GFP+ MAC1+ double positive, %; measured here: differentiation confirmed by MAC1 staining
# An asterisk follows results filed as active; i = inactive; ? = inconclusive; . = no result given; + = active, no number; [ ] = another dose, or the depositor's remark.
# Results follow in this order: Myeloid diff 2	Myeloid diff 2 GFP+ MAC1+ %	UTI89 phage lysis	Hep lipid drop	Hep lipid drop cells 6.5 µM
CC1CCN(CCCNC(=O)C2CCC(CNS(=O)(=O)c3cccc4nsnc34)CC2)CC1 (stereo unspecified)
 : i	9.7	-0.2%	1.0	711
Cc1ccccc1C(=O)c1cccn1CC(=O)NCC(C)c1ccccc1 (stereo unspecified)
 : i	1.0	0.0%	-1.3	726
COc1ccccc1CNC(=O)CNC(=O)N1CC(=O)Nc2ccccc21
 : i	0.4	-0.3%	3.7	737
Cc1ccccc1C(=O)Nc1ccc(S(=O)(=O)N2CC(C)OC(C)C2)cc1 (stereo unspecified)
 : i	1.3	0.1%	3.4	804
COc1ccccc1CCNC(=O)CCn1nc(C)c2c(C)n(-c3ccccc3)nc2c1=O
 : i	0.2	0.2%	-5.6	666
O=C(NC(=S)NCc1ccccc1)c1cccc([N+](=O)[O-])c1
 : i	0.5	-0.3%	-2.7	818
COc1cccc(OC)c1C(=O)Nc1cccc(NC(=O)c2cccs2)c1
 : i	0.5	-0.1%	-4.9	817
CN(C)CCCN(C(=O)c1ccc(Cl)s1)c1nc2cc3c(cc2s1)OCO3
 : i	2.5	1.9%	-4.4	705
O=C(CN(C(=O)CCC(=O)Nc1nccs1)c1ccc(F)c(Cl)c1)NCC1CCCO1 (stereo unspecified)
 : i	3.5	0.0%	17.8	787
Cc1cccnc1Nc1nc(-c2ccccc2)cs1
 : i	0.2	0.4%	-14.5	807
Cc1oc2c(c(C)cc3oc(=O)c(CC(=O)N[C@@H](CCCNC(N)=O)C(=O)O)c(C)c32)c1C
 : i	0.7	-1.7%[50 µM]	-6.0	627
O=C(COc1ccc(Cl)cc1Cl)N/N=C/C1CC=CCC1 (stereo unspecified)
 : i	1.5	-0.1%	-6.7	699
C/C(=N\NC(=O)c1ccc(N(C)C)cc1)c1cccnc1
 : i	1.8	3.1%[50 µM]	-9.8	832
Cc1cccc(NC(=O)c2ccc(S(=O)(=O)N3CCCCC3)cc2)c1
 : i	3.3	0.1%	-1.4	841
COc1cc(NC(=O)c2cccc(NC3=NC4CS(=O)(=O)CC4S3)c2)cc(OC)c1OC (stereo unspecified)
 : i	4.3	-0.6%	-0.5	738
CCOc1ccc(N(C)S(=O)(=O)c2ccc3[nH]cc(C(=O)NCC(OC)OC)c(=O)c3c2)cc1
 : i	0.9	-0.8%[50 µM]	-4.8	815
CCn1ccnc1CN1CCC(n2nccc2NC(=O)CCc2ccccc2)CC1
 : i	4.6	0.0%	21.7	733
Cc1cccc(C(=O)NC2CCN(S(=O)(=O)c3ccc(F)cc3)CC2)c1
 : i	1.0	0.1%	-10.4	793
O=C(Nc1cccc(Cl)c1)c1cc(-c2ccco2)on1
 : i	0.6	0.3%	-20.4	760
CC(=O)Nc1ccc(S(=O)(=O)N(C)Cc2cnn(C)c2)cc1
 : i	1.5	-0.1%	-2.7	862
COc1ccc(OC)c(S(=O)(=O)N2CCC(C(=O)NCc3ccc4c(c3)OCO4)CC2)c1
 : i	2.2	0.0%[50 µM]	-7.6	684
CCC1CCCCN1CCCNC(=O)Cn1c(=O)c2cccn2c2cccnc21 (stereo unspecified)
 : i	4.2	-0.3%	-21.1	721
Cc1ccc(CNC(=O)C(NS(=O)(=O)c2cccc3nsnc23)C(C)C)cc1 (stereo unspecified)
 : i	6.7	0.3%	-57.6	724
O=[N+]([O-])c1ccc(Cl)c(-c2ccc(/C=N/n3cnnc3)o2)c1
 : i	0.8	0.4%	-4.6	828
Cc1ccn2c(=O)c(C(=O)NCCC3=CCCCC3)c(O)nc2c1
 : i	1.6	0.3%	11.3	744
Cc1cc(OCc2cc(C(=O)N(Cc3nccn3C)C(C)C)no2)cc(C)c1Cl
 : i	0.0	-0.2%	5.1	659
O=C(Nc1cccnc1)c1ccc(Br)c(S(=O)(=O)N2CCCC2)c1
 : ?	.	0.3%[50 µM]	-3.5	651
COc1ccc(S(=O)(=O)N(Cc2ccco2)Cc2cc3ccccc3[nH]c2=O)cc1
 : i	2.4	-0.2%	8.0	697
COc1cc(N)c(Cl)cc1C(=O)OCC(=O)c1cccs1
 : i	0.4	0.2%	3.5	834
COC(=O)C1CCN(C(=O)c2oc3c(Cl)cc(C)cc3c2C)CC1
 : i	6.3	0.1%	-22.2	772
CCC(C)(C)C1CCC(NC(=O)N2CCN(c3ccccc3O)CC2)CC1 (stereo unspecified)
 : i	0.6	0.5%	6.6	860
Cn1ncc(Cl)c1C(=O)N1CCN(c2cccc(Cl)c2)CC1
 : i	2.0	0.6%[50 µM]	2.2	894
CC(=O)c1nc2ccccc2n1Cc1ccccc1
 : i	0.3	-0.1%	23.4	396
COc1ccc(N2C(=O)CC(N3CCN(c4ccccc4)CC3)C2=O)cc1 (stereo unspecified)
 : i	0.5	4.4%	8.8	811
CC[n+]1c(/C=C/N(C)c2ccccc2)n(-c2ccccc2)c2ccc(-c3nc4ccccc4s3)cc21
 : ?	.	0.7%	-96.3	626
CCOc1ccc2c(c1)C(NC(C)=O)C(=O)N2CCN1CCOCC1 (stereo unspecified)
 : i	0.7	2.4%[50 µM]	0.8	841
Cc1cc(NC(=O)c2cc3ccccc3o2)ccc1NC(=O)c1ccccc1
 : i	0.4	1.1%	38.2	743
CN(C)c1cccc(C(=O)NNC(=O)CSc2ccccc2)c1
 : ?	.	0.0%	-9.9	763
C=CCOc1ccccc1/C=N/n1nnnc1N
 : i	0.5	0.3%	-6.9	788
CC(C)Cn1c(CCCNC(=O)c2ccco2)nc2ccccc21
 : i	6.2	1.3%	-20.5	725
COc1ccc(C(=O)Nc2c3c(nn2-c2ccc([N+](=O)[O-])cc2)CS(=O)(=O)C3)cc1
 : i	0.5	0.2%	-1.0	721
CC(=O)c1ccc(S(=O)(=O)NCCc2cn3ccc(C)cc3n2)cc1
 : i	0.0	-0.1%[50 µM]	-27.3	600
CC(C)C[C@H](NC(=O)N1CCn2c1nc1ccccc12)C(=O)NC1CC1
 : i	0.7	0.3%	4.9	760
CCOC(=O)C1(CCOc2ccccc2)CCN(Cc2cccc(OCCO)c2)CC1
 : i	0.3	-0.4%	-0.3	751
CC1CCN(S(=O)(=O)c2ccc(NC(=O)CNC3CCCCC3)cc2)CC1
 : i	0.2	0.4%	-1.0	783
CCC(C(=O)OC)n1cnc2c(nnn2-c2ccc(F)cc2)c1=O (stereo unspecified)
 : i	0.6	1.3%	-5.2	707
CCSc1nnc(SCC(=O)N2CCN(C(=O)c3ccco3)CC2)s1
 : i	0.7	-0.1%	-7.6	728
O=C(Nc1nccs1)C1CCCN1/C=C/C(=O)C(F)(F)F (stereo unspecified)
 : i	3.2	0.1%	-3.1	642
COc1ccc(CNC(=O)Cn2cc(C(F)(F)F)ccc2=O)cc1OC
 : i	0.5	0.2%	1.3	733
O=C(c1nc2ccc(Cl)cn2c1CN1CCCC1)N1CCc2ccccc2C1
 : i	0.3	-0.2%	-0.1	731

# Next section
# Results follow in this order: Myeloid diff 2	Myeloid diff 2 GFP+ MAC1+ %	UTI89 phage lysis	Hep lipid drop	Hep lipid drop cells 6.5 µM
CC(NC(=O)c1ccco1)C(=O)N1CCN(C(c2ccccc2)c2ccccc2)CC1 (stereo unspecified)
 : i	0.7	1.4%[50 µM]	-9.2	752
CCN(CC)S(=O)(=O)c1cccc(C(=O)N2CCCc3ccccc32)c1
 : i	0.4	0.3%	-13.5	857
Cc1nnc(N2CCCC(C(=O)NCc3ccccc3F)C2)c2nn(-c3ccccc3)c(C)c12 (stereo unspecified)
 : i	2.1	0.1%	-5.9	726
COc1ccc(CCN=Cc2ccc(O)cc2)cc1OC
 : i	0.4	0.2%	14.1	826
COc1ccc(CSC2=NCCN2)cc1Br
 : i	0.5	-0.3%	-11.7	835
O=C(CN1C(=O)S/C(=C\c2cccc(Cl)c2)C1=O)NCCCn1ccnc1
 : i	4.9	0.8%	-0.5	721
CC1CCCN(CCCNC(=O)C2CC(=O)N(CCc3ccccc3)C2)C1 (stereo unspecified)
 : i	1.2	-0.1%	10.9	679
Cc1cc(C(=O)NC2CCCc3c2cnn3-c2cccc(C)c2C)n(C)n1 (stereo unspecified)
 : +	5.7*	1.0%	-62.0	652
CCN(CC1CCCO1)C(=O)c1cc(COc2ccc(F)cc2F)on1 (stereo unspecified)
 : i	0.7	-0.1%	11.8	870
CN1C(=O)C(=O)/C(=C(/O)c2ccc(Br)cc2)C1c1cccc([N+](=O)[O-])c1 (stereo unspecified)
 : i	0.7	-0.6%	11.6	800
CSc1ccccc1OCc1cc(C(=O)NCCN2CCCc3ccccc32)no1
 : i	9.6	0.3%	15.6	756
COc1ccc(S(=O)(=O)Nc2ccccc2C(=O)N2CCOCC2)cc1OC
 : ?	.	-0.5%	-6.6	829
COc1ccc(NS(=O)(=O)c2ccc3c(c2)N(C(C)=O)CCO3)c(OC)c1
 : i	2.4	?	-3.1	736
COc1ccc(C(=O)NCC(=O)NCC(=O)OCc2ccc(Cl)cc2)cc1
 : i	1.0	0.2%	19.2	865
CN(c1ccccc1)S(=O)(=O)c1ccc2[nH]c(=O)[nH]c2c1
 : i	0.3	0.2%	-50.1	791
COc1ccc(N2CC(C(=O)N[C@@H](C)C(=O)NC3CCCCC3)CC2=O)cc1 (stereo partly specified)
 : i	2.9	0.1%	5.4	770
O=[N+]([O-])c1cc([N+](=O)[O-])c(Oc2cc(F)cc(F)c2F)cc1NN1CCCCC1
 : i	0.8	2.2%	-2.4	816
CCOC(=O)C1(Cc2ccccc2C)CCCN(C(=O)c2ccc3nccnc3c2)C1 (stereo unspecified)
 : i	0.9	-0.2%	-3.0	833
Cc1cc(NC(=O)CCCN2C(=O)/C(=C/c3ccccc3Cl)SC2=S)no1
 : i	4.7	0.2%	-2.4	660
Cc1cc(Cn2nnnc2-c2ccncc2)cc(C)c1O
 : i	0.3	0.2%	7.6	716
O=c1c2ccccc2cnn1Cc1nnc(-c2cccs2)o1
 : i	0.4	0.0%	-30.3	708
CN1CCN(c2ccc(NC(=O)c3ccc(Br)o3)cc2)CC1
 : i	1.1	-0.2%	5.9	661
O=C(Nc1cccc(Cl)c1Cl)Nn1cnnc1
 : i	0.9	-0.8%[50 µM]	-2.0	810
Cn1c(=O)[nH]c2c(nc(-c3ccc(Cl)cc3)n2C)c1=O
 : i	0.2	-0.1%	-0.3	791
Cc1ccc(C)c(N2CCN(C(=O)c3ccc(Cl)c(NC4=NC5CS(=O)(=O)CC5S4)c3)CC2)c1 (stereo unspecified)
 : i	0.4	0.6%	10.1	695
COCCCNC(=O)c1ccc(S(=O)(=O)c2ccc(C)cc2)c(NC(C)=O)c1
 : i	0.5	0.3%	-4.6	405
Cc1ccc(N2CC(C(=O)NCCS(=O)(=O)N3CCN(c4ccc(F)cc4)CC3)CC2=O)cc1 (stereo unspecified)
 : i	9.1	0.5%	2.0	704
Cn1c(SCC(=O)Nc2ccc(F)cc2)nnc1C1CC1
 : i	0.4	0.2%	6.0	733
NS(=O)(=O)c1ccc(CCNC(=O)c2ccc(OCC3CCCO3)cc2)cc1 (stereo unspecified)
 : i	4.6	0.1%	16.8	795
Cc1nc(N)nc(N/N=C/c2c(F)cccc2Cl)n1
 : i	0.6	0.0%	3.7	422
Cn1ncc(Cl)c1C(=O)N1CCN(S(=O)(=O)c2ccc(F)cc2)CC1
 : i	0.6	0.0%	24.5	679
COc1cccc(/C=C2\Oc3cc(OCC(=O)N4Cc5ccccc5C[C@H]4C(=O)O)ccc3C2=O)c1
 : i	2.9	-4.6%	-14.3	780
COc1ccc(NC(=O)CN2C(=O)COc3ccc(S(=O)(=O)N4CCCCC4)cc32)c(OC)c1
 : i	0.5	0.1%	-23.6	785
COc1ccc(NC(=O)CSc2nnc(C)c(=O)n2N)cc1
 : i	1.9	0.0%	8.3	827
CC(O)Cn1c(N2CCCC2)nc2c1c(=O)n(C)c(=O)n2C (stereo unspecified)
 : i	0.5	4.5%	4.6	882
CCOc1ccccc1NC(=O)NC1Cc2ccccc2C1
 : i	0.7	1.6%	-31.8	789

# Record cards, as listed above.
# `COc1ccc(NC(=O)CN2C(=O)COc3ccc(S(=O)(=O)N4CCCCC4)cc32)c(OC)c1` across the screens: Myeloid diff 2 = i; Myeloid diff 2 GFP+ MAC1+ % = 0.5; UTI89 phage lysis = 0.1%; Hep lipid drop = -23.6; Hep lipid drop cells 6.5 µM = 785
# `CC(O)Cn1c(N2CCCC2)nc2c1c(=O)n(C)c(=O)n2C` (stereo unspecified) across the screens: Myeloid diff 2 = i; Myeloid diff 2 GFP+ MAC1+ % = 0.5; UTI89 phage lysis = 4.5%; Hep lipid drop = 4.6; Hep lipid drop cells 6.5 µM = 882

# An excerpt; count on the stated rates, not on these rows.
